NPSR antag: antagonists of human neuropeptide S receptor cAMP signaling. CHO-NPSR cells, cAMP TR-FRET, antagonist mode. Q6W5P4. Potency, µM (series often up to 38.3 µM), without a hit: at the top dose activity change, negative = inhibition, usual class: inhibitors. 220,000 tested, 1% active; note: potency is the fitted concentration of half-maximal effect; % is set by controls: 0 for no effect and ±100 for the full control effect; nearly all actives have a fitted effect of over 50% in size; many of its hits are not listed in these tables
Target sequence (Q6W5P4 whole entry, looked up): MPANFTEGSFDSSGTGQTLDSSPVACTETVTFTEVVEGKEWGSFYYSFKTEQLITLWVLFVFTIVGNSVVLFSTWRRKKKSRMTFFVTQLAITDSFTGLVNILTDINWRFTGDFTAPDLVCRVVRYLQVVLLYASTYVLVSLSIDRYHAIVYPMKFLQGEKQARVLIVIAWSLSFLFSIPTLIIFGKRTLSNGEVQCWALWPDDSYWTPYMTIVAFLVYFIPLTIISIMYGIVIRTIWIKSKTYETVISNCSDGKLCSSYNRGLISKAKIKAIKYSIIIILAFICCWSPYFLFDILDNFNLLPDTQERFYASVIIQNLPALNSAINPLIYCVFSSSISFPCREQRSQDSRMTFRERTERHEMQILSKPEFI
LMNA splice mod: LMNA splicing modulation | HeLa LMNA splicing GFP/RFP minigene ratio, 48 h | 200,000 tested, 0.01% active | Potency, µM (highest dose often 46.1 µM), without a hit: at the top dose ratio change, negative = inhibition, hits mostly inhibitors; active = well fitted inhibition curve with a large enough effect in the signal ratio, with a control signal flat, not every such curve was filed as active; inconclusive = small, poorly fitted or top-dose-only effect, or effect the other way, or a change in a side signal; the % refers to the signal ratio; note: potency is the fitted concentration of half-maximal effect; % is set by controls: 0 for no effect and ±100 for the full control effect
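Read-out is the ratio of GFP to DsRed2 object intensity, acquired by 488 nm laser-scanning cytometry on HeLa lamin A-EGFP minigene reporter cells. Compound incubation 48 hrs at 37 °C in Opti-MEM with 2% FBS; DMSO 0.5% final.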
CBFb-RUNX1 inh: CBF-beta/RUNX1 interaction disruption. Q01196+Q13951. AlphaScreen CBFb-His/RUNX1-biotin binding, biochemical. Potency, µM (titrated, usually from 59.8 µM), without a hit: top-dose activity, negative = inhibition, hits mostly inhibitors. 230,000 tested, under 10 active; note: % of control where 0% means no effect
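Bead-based AlphaScreen assay; binding partners His-tagged CBF-beta and biotinylated RUNX1 at 30 nM each. Compound exposure 15 min after a 20-min protein preincubation; bead step 90 min; all steps at room temperature.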
IMPase Li inh: cell-permeable IMPase inhibitors with lithium potentiation | Potency, µM (series often up to 59.4 µM), inactives show at the top dose activity, negative = IMPase inhibition, actives largely listed as inhibitors | CHO-M1 cells, IP1 TR-FRET (IP-One), carbachol + lithium | 210,000 tested, 0.35% active;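 note: IP1 builds up when IMPase is blocked and the TR-FRET signal falls; potency is the fitted concentration of half-maximal effect; plate controls were basal vehicle for no effect and high inhibitor control for full effect; nearly all actives have a fitted effect of over 50% in size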
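Steps: plate 2000 CHO-M1 cells per well and culture 16–30 h; add compound and lithium; incubate 30 min, 37C; add d2-IP1 tracer and Eu cryptate anti-IP1 antibody in lysis buffer; read after 10 min at room temperature.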
Epigenetic derep: regulators of epigenetic silencing causing reporter derepression in mouse cells | Potency, µM (series often up to 53.9 µM), inactives show at the top dose GFP activation, usual class: activators | 280,000 tested, 0.2% active | murine LDR cells, GFP reporter derepression, 30 h; note: potency is the fitted concentration of half-maximal effect; % of control where 0% means no effect; nearly all actives have a fitted effect of over 60% in size
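Murine LDR cells carrying a silenced, genomically integrated CMV-driven GFP reporter were exposed to compound for 30 hours at 37 C. After PBS washes, GFP-positive cells (20–120 um objects) were counted by laser-scanning microplate cytometry.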
KinaseGlo FLuc: Kinase-Glo luciferase inhibition (counter-screen) | Q27757 | Kinase-Glo luciferase, ATP luminescence, 8 min | Potency, µM (titrated, usually from 38.3 µM), for inactives: top-dose activity change, negative = inhibition, most hits filed as inhibitors | 200,000 tested, 0.28% active; note: potency is the fitted concentration of half-maximal effect; % is set by controls: 0 for no effect and ±100 for the full control effect; nearly all actives have a fitted effect of over 60% in size
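Light output from Kinase-Glo luciferase with luciferin and 10 uM ATP in 50 mM imidazole pH 7.2, KCl, MgCl2, Tween 20, BSA; compound pin-delivered, 8-min ambient incubation, then luminescence read.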
aGal spleen mod: inhibitors or activators of human alpha-galactosidase in spleen homogenate; 240,000 tested, 0.008% active; Potency, µM (doses to about 80 µM), without a hit: at the top dose activity change, negative = inhibition, actives largely listed as inhibitors; AID 2107; human spleen homogenate, 4MU-alpha-Gal fluorescence, 40 min; P06280;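 note: potency is the fitted concentration of half-maximal effect; 0% = enzyme with vehicle and -100% = no enzyme basal signal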
Target sequence (P06280 32-429 limits assumed): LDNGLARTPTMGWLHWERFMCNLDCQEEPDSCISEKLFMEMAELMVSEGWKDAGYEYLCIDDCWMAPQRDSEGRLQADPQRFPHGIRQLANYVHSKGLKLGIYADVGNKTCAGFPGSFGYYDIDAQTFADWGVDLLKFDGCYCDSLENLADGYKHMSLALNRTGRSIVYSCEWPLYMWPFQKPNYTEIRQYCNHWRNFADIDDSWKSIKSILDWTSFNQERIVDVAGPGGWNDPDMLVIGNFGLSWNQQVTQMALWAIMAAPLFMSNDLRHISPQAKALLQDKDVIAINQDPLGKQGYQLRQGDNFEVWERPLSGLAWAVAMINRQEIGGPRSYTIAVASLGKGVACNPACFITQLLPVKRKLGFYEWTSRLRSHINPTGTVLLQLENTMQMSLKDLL
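Inhibition or activation of alpha-galactosidase in human spleen homogenate is scored by 4-MU fluorescence after 40 min at 37C, pH 5.0, with 1 mM substrate. AC50s come from concentration-response fitted to the Hill equation.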
* = called active by the depositor; ? = inconclusive; . = not tested or not shown; [ ] = another dose, or the depositor's remark. Unless noted, calls come from the whole dose curve; as a rule, active = well fitted curve in the direction sought with a large enough effect; inconclusive = small, poorly fitted or top-dose-only effect, or another doubt; inactive = no such curve, though single readings can be large; an effect the other way counts as inactive or inconclusive.

SMILES | NPSR antag | LMNA splice mod | CBFb-RUNX1 inh | IMPase Li inh | Epigenetic derep | KinaseGlo FLuc | aGal spleen mod
Cc1cc(C)c(OCC(=O)Nc2cc(C(=O)O)cc(C(=O)O)c2)cc1C | 26% | . | -8% | 1% | 2.3% | 1% | -3%
COc1ccc(-c2cc(CCCC(=O)NCCc3ccccc3)no2)cc1 | -7% | . | 4% | . | -1.2% | . | -9%
Cc1ccc(OCCCN2C(=O)C(=O)c3cccc(C)c32)cc1 | -10%[46.1 µM] | -5% | -13% | -29%[38.3 µM] | 1.1% | -1% | 8%
O=C(CC1Oc2ccc(Cl)cc2NC1=O)NC1CCCCCC1 (configuration not stated) | -3% | -3% | 4% | 4% | -1.0% | 0% | 6%
Cc1csc(NC(=O)CSc2nnc(NC(=O)COc3ccccc3)s2)n1 | -1% | 3% | 11% | -6% | -1.3% | 0% | -5%
CCN(C(=O)c1cccc(F)c1)c1ccccc1C | -8%[46.1 µM] | 1% | 1% | 23%[38.3 µM] | -2.1% | 0% | -2%
Cc1csc(NC(=O)[C@@H](NC(=O)c2ccccc2)C(C)C)n1 | 11% | 5% | 4% | 0% | 1.1% | 1% | -16%
CCc1nc2sc(C)c(C)c2c(=O)n1CCO | 3%[46.1 µM] | 2% | 1% | 19%[38.3 µM] | 0.0% | -3% | 8%
CCC(CC)=NNc1ccc(S(N)(=O)=O)cc1[N+](=O)[O-] | -12% | . | -9% | . | -6.2% | . | 4%
CC1(C)CC2CC(C)(CN2C(=O)COC(=O)CNC(=O)c2ccc(Cl)c(Cl)c2)C1 (configuration not stated) | -12%[46.1 µM] | 1% | 2% | 6% | 0.0% | -1% | 8%
CNC1=C(Cl)C(=O)c2ccncc2C1=O | . | . | -15% | 38%[activator] | 1.5% | -10% | 0%
O=C(Nc1nnc(C2CC2)o1)c1ccc(S(=O)(=O)N2CCCc3ccccc32)cc1 | -8%[46.1 µM] | ? | ? | 6%[38.3 µM] | 0.0% | 2% | 0%
CC(C)(C)c1cc(OC(=O)c2ccccc2F)ccc1O | -17% | -4%[46 µM] | -1% | -6% | 2.1% | -1% | -1%
CCOC(=O)c1c(CN2CCCCC2)n(C)c2ccc(OC)c(S(=O)(=O)c3ccccc3)c12 | -26%[46.1 µM] | 1% | 3% | 11%[38.3 µM] | -4.1% | -3% | 0%
c1ccc(Oc2cnc3ccccc3n2)cc1 | 1%[46.1 µM] | 14% | 7% | 6%[38.3 µM] | 0.0% | -4% | -3%
CCCCNC(=O)NNC(=O)c1ccco1 | 8% | -3% | 6% | 1% | -0.9% | 0% | -3%
N#C/C(=C/c1ccc(N2CCOCC2)o1)C(=O)NC1CCCCC1 | 42% | 19%[46 µM] | 0% | 20% | 0.8% | -2% | 13%
CCC(C)NC(=O)c1ccc(N2CCC3(CC2)OCCO3)c([N+](=O)[O-])c1 (configuration not stated) | 11% | -7% | -22% | 3% | -0.9% | -1% | 0%
Cc1[nH]c(-c2ccc3c(c2)OCO3)nc1C(=O)O | -10%[46.1 µM] | 6% | -12% | 4%[38.3 µM] | -0.2% | 11µM* | 0%
O=C(CSc1ccc2nnc(-c3ccccc3)n2n1)NCc1ccco1 | -7%[46.1 µM] | -4% | 3% | 4%[38.3 µM] | -3.6% | 2% | -2%
CCCCOC(=O)N1CCOCCOCCOCC1 | -18%[7.67 µM] | . | 5% | . | -0.3% | . | 3%
O=C(C1=C[C@@H](c2ccc(Br)cc2)C[C@@H](OCc2ccc(CO)cc2)O1)N1CCN(Cc2ccccc2)CC1 | ? | . | -11% | 8% | 0.4% | . | 2%
Cc1cccc(C(=O)NC(=S)N2CCN(C)CC2)c1 | -2%[46.1 µM] | -7% | -3% | -11%[38.3 µM] | 0.8% | -4% | -15%
O=S(=O)(NC1c2cccc3cccc(c23)C1Sc1ncccn1)c1ccccc1 (configuration not stated) | -25% | 6% | -1% | -1% | -1.1% | 0% | 6%
COC(=O)c1c(C(=O)OC)c(-c2ccc(C)cc2)n2c1CCC2 | -10%[46.1 µM] | ? | 8% | 2%[38.3 µM] | 0.2% | 3% | 0%
Continuation:
SMILES | NPSR antag | LMNA splice mod | CBFb-RUNX1 inh | IMPase Li inh | Epigenetic derep | KinaseGlo FLuc | aGal spleen mod
CCc1cc2c(=O)c(Oc3ccccc3F)c(C)oc2c(CN(C)C)c1O | -12%[46.1 µM] | -13% | -4% | -30%[38.3 µM] | -1.1% | -1% | ?
CC(C)C(=O)Nc1ccc(Cc2ccc(NC(=O)C(C)C)c(O)c2)cc1O | -6%[46.1 µM] | -7% | 1% | 12%[38.3 µM] | -0.4% | 2% | -2%
COCC(=O)N1CCC2(CC1)CCN(C(c1ccccc1)c1ccccc1)CC2 | . | . | . | 16% | . | -1% | 5%
O=C(CSc1nnnn1-c1cccc2c1CCCC2)N1CCOCC1 | -4%[46.1 µM] | ? | -13% | -6%[38.3 µM] | -0.9% | 1% | 12%
O=C(NNC(=O)C1CCCO1)c1ccc(F)cc1 (configuration not stated) | 16% | -7% | 0% | -4% | -1.6% | -2% | -5%
Cc1nn(Cc2ccccc2)c(C)c1CCC(=O)O | 5%[46.1 µM] | -1% | 6% | 23%[38.3 µM] | 0.0% | 1% | 3%
COc1cccc(NC(=O)COC(=O)Cc2ccc(Br)cc2)c1 | 9% | 6%[46 µM] | 2% | -6% | -0.3% | 2% | -3%
Cc1oc(S(=O)(=O)N2CCOCC2)cc1C(=O)Nc1ccc(F)cc1 | 8% | . | 5% | . | 0.7% | . | -1%
O=C(N/N=C/c1ccccc1O)C1(O)c2ccccc2-c2ccccc21 | -2% | ? | -21% | -9% | 0.0% | -3% | 10%
COc1ccc(CCNc2ccc(C(CC(N)=O)NC(=O)Cc3cccc4ccccc34)cc2[N+](=O)[O-])cc1 (configuration not stated) | -15% | . | -16% | . | ? | . | -15%
Cn1c(=O)[nH]c(=O)c2[nH]c(NCCCN3CCOCC3)nc21 | -8%[46.1 µM] | 13% | 7% | 18%[38.3 µM] | -1.0% | -1% | 6%
CCOC(=O)C(C)Sc1nnc(NC(=O)c2ccc3c(c2)OCO3)s1 (configuration not stated) | -2% | ? | 2% | -1% | -6.5% | 0% | -8%
O=C(COc1cccnc1[N+](=O)[O-])NCCc1ccc(F)cc1 | 5% | 3%[46 µM] | 4% | 0% | -1.3% | 1% | -12%
c1ccc(-c2csc3ncnc(NCC4COc5ccccc5O4)c23)cc1 (configuration not stated) | -30% | ? | 1% | 16% | -3.8% | 10% | -5%
Cc1csc(NC(=O)CSc2nsc(SCC(=O)Nc3nc(C)cs3)c2C#N)n1 | ? | ? | -11% | -7%[38.3 µM] | ? | 1% | -6%
CCOC(=O)C1(O)CC(C)=NN1C(=O)c1cccc(Cl)c1 (configuration not stated) | 3% | -3% | 1% | -7% | 1.0% | -2% | -2%
Cc1sc2nc(SCC(=O)NCCO)n(C)c(=O)c2c1C | -10%[46.1 µM] | -8% | 5% | 6%[38.3 µM] | 3.7% | -2% | 2%
CC(=O)Nc1cccc(NC(=O)CSc2nc(C)c(C)c(C)c2C#N)c1 | -4%[46.1 µM] | -13% | 25% | 3%[38.3 µM] | -2.1% | -4% | -3%
CSCCC(Nc1nc2ccccc2s1)C(=O)O (configuration not stated) | -28%[46.1 µM] | -14% | 4% | 11%[38.3 µM] | -15% | 5% | 5%
Cc1ccc(-c2nn3cnnc3c3ccccc23)cc1 | 0% | 0%[9.22 µM] | 0% | 3% | 0.2% | 1% | -6%
CCN(CC)CCCCOc1ccccc1OC | -6%[46.1 µM] | -3% | 7% | -1% | -0.9% | 4% | 2%
CCOC(=O)C1CCCN(C(=O)c2ccccc2NC(C)=O)C1 (configuration not stated) | 2%[46.1 µM] | -2% | -1% | 10%[38.3 µM] | 0.0% | -3% | 0%
Brc1ccc(CSc2nnc(-c3cnccn3)n2Cc2ccco2)cc1 | -13%[46.1 µM] | -14% | -6% | 9% | -3.4% | 1% | -1%
CCOC(=O)Cc1nnc(NC(=O)c2ccccc2OC)s1 | -2%[46.1 µM] | -6% | -22% | -15%[38.3 µM] | -2.2% | -5% | 19%
COc1ccc(-c2cc(-c3ccccc3)nc(SCC(=O)Nc3nccs3)c2C#N)cc1 | ? | -7% | -1% | . | ? | . | -16%
(cont.)
SMILES | NPSR antag | LMNA splice mod | CBFb-RUNX1 inh | IMPase Li inh | Epigenetic derep | KinaseGlo FLuc | aGal spleen mod
CO/N=C(\C)CCN1CCCc2nc(C)c(C)cc21 | . | . | 10%[13.1 µM] | . | 1.1%[10.1 µM] | . | 13%[17.5 µM]
O=C(O)CCCNS(=O)(=O)c1ccc2ccccc2c1 | -18%[46.1 µM] | 6% | -2% | 12%[38.3 µM] | -4.9% | 1% | 0%
Cc1cccc(C(=O)Nc2ccccc2SCC2CSc3nc4ccccc4c(=O)n32)c1 (configuration not stated) | -27%[46.1 µM] | ? | 7% | 12% | -2.2% | -1% | 3%
CCCC(=O)Nc1ccc(C(=O)Nc2cc(C(F)(F)F)ccc2Cl)cc1 | -19%[46.1 µM] | -4% | 0% | -13%[38.3 µM] | 5.6% | -4% | 7%
CCC(C)NC(=O)NC(=O)N(C1CCCCC1)S(C)(=O)=O (configuration not stated) | -9%[46.1 µM] | -3% | 5% | -4%[38.3 µM] | 1.0% | -3% | 0%
CC(C)(C)C(=O)OCc1cn(-c2ccc(Cl)cc2)nn1 | -17%[46.1 µM] | 6% | 9% | -3%[38.3 µM] | 1.9% | -4% | 6%
Cc1cccc(N(CC(=O)NC2CCCCC2)C(=O)c2ccc(C)s2)c1 | ? | 3% | 3% | 12%[38.3 µM] | -1.9% | 0% | 5%
O=C(COC(=O)/C=C/c1cccc([N+](=O)[O-])c1)NCC1CCCO1 (configuration not stated) | 3% | -9%[46 µM] | 0% | -2% | -0.3% | 3% | -1%
CN(C)CCC1CCN(c2cc(C#N)c(C#N)cc2[N+](=O)[O-])CC1 | -2% | . | -2% | ? | -0.2% | -3% | 1%
COc1cc(NC(=O)c2ccccc2Cl)ccc1NC(=O)c1cccs1 | -20% | -9%[46 µM] | 24% | 9% | 6.1% | 0% | 0%
Cc1ccnc(NC(=O)c2sc3cc(Cl)ccc3c2Cl)c1 | -2% | -11% | 2% | 19% | -1.0% | 3% | -3%

Complete entries, looked up by structure. Order of values: NPSR antag, LMNA splice mod, CBFb-RUNX1 inh, IMPase Li inh, Epigenetic derep, KinaseGlo FLuc, aGal spleen mod
CCCC(=O)Nc1ccc(C(=O)Nc2cc(C(F)(F)F)ccc2Cl)cc1 across the screens: -19%[46.1 µM], -4%, 0%, -13%[38.3 µM], 5.6%, -4%, 7%
CN(C)CCC1CCN(c2cc(C#N)c(C#N)cc2[N+](=O)[O-])CC1 across the screens: -2%, ., -2%, ?, -0.2%, -3%, 1%

Some of the compounds tested; rates above refer to the full screens.
